Assay outcomes as filed in PubChem.
BoNT A protease: BoNT A light chain protease inhibition. inhibition, % at 10 µM. actives 0.17% (n = 360,000). multiplex microsphere protease substrate cleavage, flow cytometry; in the data active means inhibition above about 30%; inconclusive means no clear call, values can overlap the other calls; further: plate controls were buffer without enzyme for full effect and enzyme alone for no effect
PrPC surface inh: reduces human prion protein on the cell surface; cell surface PrPC, TR-FRET read-out; inhibition, % at 13.8 µM; actives 0.43% (n = 370,000); in the data active means inhibition above about 24%; further: 0% = median of the test wells and 100% = reference compound wells
Mtb UGM inh: inhibitors of M. tuberculosis UDP-galactopyranose mutase | P9WIQ1 | purified UGM, fluorescence polarization probe displacement | inhibition, % at 10 µM | actives 0.06% (n = 320,000) | AID 504406; in the data active means inhibition above about 10%, passing the limit was not always enough; inconclusive means no clear call, values can overlap the other calls
Target sequence (P9WIQ1 whole entry, looked up): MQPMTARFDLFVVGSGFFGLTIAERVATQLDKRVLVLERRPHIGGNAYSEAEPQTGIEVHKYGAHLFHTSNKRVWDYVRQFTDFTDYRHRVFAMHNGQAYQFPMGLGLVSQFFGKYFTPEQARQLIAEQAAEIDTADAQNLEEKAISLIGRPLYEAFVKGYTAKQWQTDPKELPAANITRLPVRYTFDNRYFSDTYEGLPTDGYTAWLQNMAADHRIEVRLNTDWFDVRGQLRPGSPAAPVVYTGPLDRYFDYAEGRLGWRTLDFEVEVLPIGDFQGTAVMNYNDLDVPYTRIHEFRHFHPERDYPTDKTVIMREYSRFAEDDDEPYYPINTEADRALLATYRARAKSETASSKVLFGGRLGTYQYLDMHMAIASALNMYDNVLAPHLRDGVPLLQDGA
CCHFV vOTU inh: blocks the CCHF virus ovarian tumor domain protease; CCHFV vOTU protease, Pep-AMC fluorescence; inhibition, % at 11.5 µM; actives 0.55% (n = 370,000); further: 0% = vehicle wells with enzyme and 100% = no enzyme wells
BoNT-F LC inh: BoNT F light chain protease inhibition | Multiplex microsphere protease cleavage assay, flow cytometry | inhibition, % at 10 µM | AID 588497 | actives 0.22% (n = 360,000); in the data active means inhibition above about 35%, passing the limit was not always enough; inconclusive means no clear call, values can overlap the other calls; further: plate controls were buffer without enzyme for full effect and enzyme alone for no effect
GDH-TPI inh: counter-screen for M. tuberculosis FBA inhibitors: GDH-TPI coupled enzymes; GDH-TPI coupled enzyme counterscreen, NADH absorbance; inhibition, % at 4.8 µM; actives 1.2% (n = 360,000); AID 588335;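 further: 0% = DMSO wells and 100% = wells lacking the enzyme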
BioA inh: BioA (M. tuberculosis) enzyme inhibition. inhibition, % at 9.99 µM. purified M. tuberculosis BioA enzyme, plate reader. actives 0.096% (n = 360,000); in the data active means inhibition above about 40%; inconclusive means no clear call, values can overlap the other calls
FadD28 binding: inhibitors of Mycobacterium tuberculosis FadD28 bisubstrate binding. FadD28 bisubstrate probe binding, fluorescence polarization. inhibition, % at 12.5 µM. actives 0.22% (n = 360,000); in the data active means inhibition above about 8.5%, passing the limit was not always enough; inconclusive means no clear call, values can overlap the other calls
Mtb FBA inh: inhibitors of M. tuberculosis fructose-bisphosphate aldolase | P9WQA3 | purified M. tuberculosis FBA, fluorescence read-out | inhibition, % at 1 µM | actives 2.3% (n = 360,000); in the data active means inhibition above about 27%;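 further: 0% = vehicle and 100% = reference inhibitor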
Target sequence (P9WQA3 whole entry, looked up): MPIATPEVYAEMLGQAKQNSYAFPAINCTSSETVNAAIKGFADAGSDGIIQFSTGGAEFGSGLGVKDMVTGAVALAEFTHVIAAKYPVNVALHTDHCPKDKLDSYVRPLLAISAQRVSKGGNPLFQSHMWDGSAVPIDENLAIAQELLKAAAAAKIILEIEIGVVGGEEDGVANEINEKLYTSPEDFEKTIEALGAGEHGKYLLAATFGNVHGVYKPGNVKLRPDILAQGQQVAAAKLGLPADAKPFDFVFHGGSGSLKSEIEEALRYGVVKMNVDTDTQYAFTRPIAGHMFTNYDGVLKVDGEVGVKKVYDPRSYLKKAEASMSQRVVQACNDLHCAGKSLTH
Starred values were filed as active, the others as inactive; u = inconclusive; x = no result given; & = joins results of further samples. Unless noted, no stated cut-off is given here; in the data, active means inhibition above about 30%; inactive means the rest.

Compound	BoNT A protease	PrPC surface inh	Mtb UGM inh	CCHFV vOTU inh	BoNT-F LC inh	GDH-TPI inh	BioA inh	FadD28 binding	Mtb FBA inh
O=S(=O)(c1cccc(Br)c1)N1CCN(C(=S)NCC2CCCO2)CC1 (stereo not drawn)	2.5	0	0.6	14	u	2	x	-0.7	3
C/C(=N\NC(=O)c1cc(C)nc2ccccc12)c1ccccn1	-4.1	3	2.1	7	-12	7	1.1	-0.6	-3
O=C(NNc1cc(Cl)ccc1Cl)C1CCC1	0.6	9	-1.6	2	u	1	0.8	-1.0	2
CCc1cc2c(C)cc(C)cc2nc1SCC(=O)Nc1cc(C)on1	0.5	9	0.9	6	5	1	-1.3	-3.1	-3
COc1ccc(NC(=O)CSc2ncnc3c2cnn3CCc2ccccc2)cc1	0.1	7	3.0	8	-2	8	x	0.7	-2
C=CCn1c(SCc2cccc(C#N)c2)nnc1-c1ccccc1O	-0.4	-5	0.4	5	-2	5	0.3	-0.3	0
Cc1ccc2c(c1)N(CCC(=O)NC1CCCCC1C)C(=O)CO2 (stereo not drawn)	0.7	5	0.3	-8	2	-2	0.3	0.4	-1
CC(C)OC(=O)N(C)C[C@H]1OCc2cnnn2CCCC(=O)N([C@H](C)CO)C[C@@H]1C	-0.2	-6	x	7	5	-1	-0.6&-0.1	-0.3	2
CC(C)(C)CC(C)(C)NC(=S)Nc1ccc(S(=O)(=O)N2CCOCC2)cc1	-0.6	4	1.5	19	2	8	x	-4.2	0
CC(=O)Nc1ccc(N2C(=O)CC(Sc3nc4ccccc4s3)C2=O)cc1 (stereo not drawn)	-0.4	-3	0.2	-14	1	3	-1.7	-1.5	0
CC(C)C[C@H](NC(=O)c1nc[nH]c1C(=O)NCC(=O)OC(C)(C)C)C(=O)OCc1ccccc1	-0.4	3	-1.2	31*	-3	11	-0.7	-0.8	0
CC(C)OCCCNS(=O)(=O)c1ccc2c(c1)OCCO2	-0.2	7	0.3	9	4	-7	-1.3	-1.7	2
O=c1c2ccccc2cnn1CCOc1ccccc1	0.2	-1	-0.8	-5	0	-1	0.6	-1.2	-1
COc1cc(NS(=O)(=O)c2ccc(NC(=S)NC(=O)c3sc4cc(F)ccc4c3Cl)cc2)nc(OC)n1	-0.6	11	-2.5	1	-7	14	1.6	-12	2
CC(C)CCNC(=O)c1onc(CSc2nc3ccccc3[nH]2)c1C(=O)NCCC(C)C	-1.3	0	-2.8	5	-20	3	-1.4	-0.8	2
O=C(NNC(=O)c1cnccc1C(F)(F)F)c1ccc(Cl)cc1	-0.8	7	-2.2	-3	0	1	-0.3	-3.9	-1
COc1c(Cl)cc(Cl)cc1C(=O)Nc1ccc(NC(C)=O)cc1	-1.0	5	7.0	-1	-6	-4	x	0.4	-2
CS(=O)(=O)N1CCN(c2nc(-c3ccc(F)cc3)cs2)CC1	1.1	-8	-4.2	-9	-2	4	2.6	-1.1	-1
COC(=O)c1ccc(Cn2nnc3ccccc3c2=O)o1	1.3	0	-1.3	-5	4	-6	0.8	-2.8	-4
COC(=O)C1=C(C)NC(=O)NC1c1ccc(-c2ccc(F)cc2)o1 (stereo not drawn)	-0.6	-1	3.2	0	-5	-2	-1.0	-2.2	-2
CCCN(CCC)C1Cc2cc(OC)c(OC)cc2C1	0.5	-6	-1.3	2	-4	0	0.6	-1.7	0
Cc1cccc(C(=O)N[C@H](C(=O)Nc2ccc3c(c2)OCO3)C(C)C)c1	-0.2	-5	5.7	0	0	-2	-0.4	-0.8	0
CCN(CC)S(=O)(=O)c1cccc(NC(=O)CN2C(=O)NC3(CCC(C)CC3)C2=O)c1 (stereo not drawn)	-0.8	-6	x	1	8	0	0.7	0.0	-1
CS(=O)(=O)N(CC(=O)N1CCC(C(N)=O)CC1)c1ccc(Cl)c(C(F)(F)F)c1	-0.8	-6	-5.5	-1	4	-15	-0.5	-1.0	2

A draw from above in order of length of the SMILES, smallest number first:
Compound	BoNT A protease	PrPC surface inh	Mtb UGM inh	CCHFV vOTU inh	BoNT-F LC inh	GDH-TPI inh	BioA inh	FadD28 binding	Mtb FBA inh
CCCN(CCC)C1Cc2cc(OC)c(OC)cc2C1	0.5	-6	-1.3	2	-4	0	0.6	-1.7	0
CS(=O)(=O)N1CCN(c2nc(-c3ccc(F)cc3)cs2)CC1	1.1	-8	-4.2	-9	-2	4	2.6	-1.1	-1
COC(=O)C1=C(C)NC(=O)NC1c1ccc(-c2ccc(F)cc2)o1 (stereo not drawn)	-0.6	-1	3.2	0	-5	-2	-1.0	-2.2	-2

Following part.
Compound	BoNT A protease	PrPC surface inh	Mtb UGM inh	CCHFV vOTU inh	BoNT-F LC inh	GDH-TPI inh	BioA inh	FadD28 binding	Mtb FBA inh
N=C1CCCN1CC(=O)c1cccs1	-1.3	-1	-1.3	2	-8	5	x	-1.8	-1
CNc1snc(C)c1C(=O)OC(C)C(=O)NCc1ccccc1 (stereo not drawn)	-1.5	8	x	14	0	1	-1.0	-0.3	-1
CCOC(=O)c1cc(-c2csc(-c3ccc(C(C)(C)C)cc3)n2)on1	-2.8	4	-0.2	-16	u	7	x	-2.1	1
Cn1nc(CC(=O)Nc2ccc3c(c2)OCCO3)c2ccccc2c1=O	-0.2	9	-1.7	-4	-4	-3	x	-1.3	1
Cc1ccc(-c2cc(C(=O)Nc3cc(C(=O)O)ccc3C)c3ccccc3n2)cc1	-1.1	-4	1.8	-3	0	13	0.5	-2.0	0
Nc1ccccc1-c1n[nH]c(=S)s1	0.6	x	x	x	8	11	x	-1.8	61*
CCOC(=O)/C=C1\SCC(=O)N1CC(=O)N1CCOCC1	1.3	3	2.1	9	-4	-1	x	-2.0	-1
NNC(=O)Cc1csc(-c2ccccc2)n1	-7.1	1	2.2	-2	u	-5	x	-1.3	1
Cc1cc(/C=N/NC(=O)c2c(Br)cnn2C)c(C)n1-c1cccc(Br)c1	-3.0	-1	-0.4	5	-26	19	x	-1.1	1
CC(C)NC(=S)NN=C1CCCCCCCCCCC1	-1.3	10	0.3	-2	0	-6	x	-4.3	1
CC(C)=CCc1cc([C@@H]2COc3c(ccc4c3C=CC(C)(C)O4)C2)c(O)cc1O	-0.3	16	-0.9	23	-3	19	-0.2	-4.9	-4
CCc1cc(SC#N)ccc1N	1.9	4	1.6	7	4	0	x	2.0	1
O=C(CSc1nnc(-c2ccccc2)c2ccccc12)NCCN1C(=O)CSC1=O	0.5	5	x	-1	2	5	4.1	-4.2	-3
CCN(CC)C(=O)c1oc2ccc(S(=O)(=O)N3CCCCCC3)cc2c1C	-0.1	-1	-1.5	2	-3	11	0.3	-1.8	0
COC(=O)c1cc(CSc2nc3ccccc3c(=O)n2C)oc1C	-1.6	4	0.3	13	1	2	8.6	-0.2	-3
CC1(C)N=C(N)N=C(N)N1c1cccc(CC(=O)Nc2ccccc2)c1	-1.0	4	x	17	-16	10	1.2	-1.7	-1
C/C(=N\NS(=O)(=O)c1cccc([N+](=O)[O-])c1)c1cc2ccccc2o1	-0.9	-12	0.1	-6	-5	23	-1.5	-0.2	0
CCCc1cc(-c2n[nH]c(C(=O)OCC)c2-c2cscn2)c(O)cc1O	-1.6	-8	5.4	2	-12	12	3.6	-3.2	2
COc1cccc(OCCOc2cccc(/C=N/n3cnnc3)c2)c1	-2.2	5	-0.5	-3	-7	1	-2.9	-5.1	1
CCOC(=O)c1ccc(S(=O)(=O)N2CCC(C(=O)NCC3COc4ccccc4O3)CC2)cc1 (stereo not drawn)	-1.0	7	x	11	-11	9	-0.6	0.0	1
CCCNC(=O)C1(C)CCN1C(=O)c1ccc(C(C)(C)C)cc1 (stereo not drawn)	-0.3	-5	x	1	-2	-4	-0.6	-4.1	-2
CC(Nc1cc(=O)n(C)c(=O)n1C)c1ccccc1 (stereo not drawn)	0.0	7	-0.6	5	15	1	-0.6	-0.2	2
C#CC(C)(CC)NC(=O)Cn1nnc(-c2ccc(S(C)(=O)=O)cc2)n1 (stereo not drawn)	-0.3	-1	0.3	2	-3	-9	0.9	0.8	8
Cc1ccc(N)cc1C	-0.5	8	x	0	-2	-12	1.3	-4.7	-1
O=C(O)CCN(Cc1ccccc1)S(=O)(=O)c1c(Cl)cccc1Cl	-0.7	1	0.3	-6	2	2	-0.3	-3.7	-1
COc1ccc(-n2nc3c(N)n[nH]c3cc2=O)cc1	0.2	-34	2.8	8	1	11	2.4	-0.5	-4
CN(CCc1ccccc1)C(c1cc2ccccc2o1)c1nnnn1C(C)(C)C (stereo not drawn)	0.0	-2	x	-2	-6	x	x	x	x
COc1ccc(CCNC(=O)C/C(C)=N/NC(=O)c2ccc([N+](=O)[O-])cc2Cl)cc1OC	0.2	-10	2.2	-4	-2	4	-1.6	3.6	2
CCN(CC)c1ccc(/C=N/c2sc3c(c2C#N)C2CCN3CC2)c(O)c1	18	x	6.4	x	24	11	x	0.3	-6
CCCc1cc(=O)[nH]c(SCC(=O)N2N=C(c3ccc(Cl)cc3)CC2c2ccco2)n1 (stereo not drawn)	0.7	1	-1.0	22	9	0	x	-1.2	3
NC(=O)c1ccc(NC(=O)COC(=O)C2CC3C=CC2C3)cc1 (stereo not drawn)	-0.3	-2	-2.5	-2	-5	0	0.3	-0.3	0
CCOC(=O)c1c(C)n(C)c2cc(-c3ccc(F)cc3)c(O)cc12	0.5	1	-4.3	1	2	5	x	-3.7	-2
S=c1nc(C2CCCCC2)[nH]c2ccccc12	0.3	32*	2.5	-3	0	6	x	-0.8	0
CC1CCCCN1C(=O)CSc1nnc(-c2cccnc2)n1C1CCCCC1 (stereo not drawn)	0.6	-6	-3.9	-3	-1	14	-1.4	0.6	1
O=C(CN(C(=O)CCC(=O)Nc1ccccn1)c1ccc(F)cc1)NCc1ccc(F)cc1	-4.1	-1	3.8	-1	-1	-7	-1.5	0.7	1
Cc1c(C(=O)OCC(=O)N2CC(C)CC(C)C2)oc2ccccc12 (stereo not drawn)	-1.2	-2	1.3	21	-1	8	0.0	-0.4	3
Cc1cccc(CN2CCCC(C(=O)Nc3ccccc3Oc3cccnc3)C2)c1 (stereo not drawn)	x	-1	1.2	-4	x	9	2.4	1.4	2
CCCc1cc(=O)[nH]c(SC(C)C(=O)N2c3ccccc3CC2C)n1 (stereo not drawn)	0.3	-2	1.3	11	2	12	0.1	-19	6
CN(C)CCN(CC1CCCN(Cc2ccccc2F)C1)C(=O)c1ccc(Cl)cc1 (stereo not drawn)	1.6	3	3.0	9	44*	3	-0.1	-3.3	-1
